ABHD5-PLIN5 inh = ABHD5-PLIN5 interaction inhibitors, primary screen, cell lysate, split luciferase complementation, luminescence; AID 602281, 2012; Perilipin-5 (Homo sapiens) + 1-acylglycerol-3-phosphate O-acyltransferase ABHD5 (Homo …; inhibition, % at 4 µM; Split G. princeps luciferase complementation, 4 h; 360,000 tested, 0.78% active;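 active means inhibition above the mean inhibition across every tested compound plus 3 SD, cut at about 22% in these data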;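 further: 0% = DMSO only wells and the 100% control is not disclosed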
TLR9-MyD88 inh = inhibitors of TLR9-MyD88 association in cells, primary screen, cell-based, CHO, BLA complementation, fluorescence; AID 504734, 2011; inhibition, % at 4.98 µM; 340,000 tested, 0.21% active; Toll-like receptor 9 (Homo sapiens) + Myeloid differentiation primary response protein …; CCF4 FRET ratio;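 active means inhibition above the mean over all tested compounds plus 3 SD, cut at about 21% in these data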;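 further: 0% = DMSO only wells and 100% = clavulanate BLA inhibitor control wells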
MC4R antag cAMP = MC4R antagonists of cAMP signaling, primary screen, cell-based, TR-FRET, antagonist arm of biased-ligand search. MC4R-expressing cells, MTII-stimulated cAMP, LANCE TR-FRET. inhibition, % at 6.5 µM. 360,000 tested, 0.48% active;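 active means inhibition above its plate's cutoff, the mean of tested wells on that plate plus 3 SD, cut at about 29% in these data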;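 further: 0% = Melanotan II alone and 100% = Melanotan II plus saturating MCL0020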
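Test system: U2OS cells stably expressing human melanocortin 4 receptor (MC4R); also added: Melanotan II challenge; compound: 6.5 µM single dose; timing: 30-min compound preincubation, 1-h Melanotan II challenge, 1-h detection, room temperature; signal: Eu-cAMP/anti-cAMP TR-FRET, emission 671 nm; repeats: one well per compound, no replicates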
H9c2 protect = cardioprotection against H2O2-induced cell death, primary screen, uHTS, H9c2 cells, ATPLite luminescence. H9c2 cardiomyocytes, H2O2 injury protection, 2 h. protection from H2O2 cell death, % at 20 µM. 360,000 tested, 0.63% active;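 active means compounds giving at least 50% protection of heart cells from peroxide-induced death in the single-dose screen, raw or plate-pattern-corrected value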;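 further: 0% = DMSO wells with peroxide and 100% = DMSO wells without peroxide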
NOD2-RIPK2 inh = NOD2-RIPK2 binding disruptors in cells, primary screen, fluorescence, CHO cells, BLA complementation. CCF4 ratio. inhibition, % at 4.98 µM. 360,000 tested, 0.38% active; in the data active means inhibition above about 21%;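 further: 0% = vehicle only and 100% = reference blocker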
N-glyco inh = increase of ERlucT glycosylation luciferase signal, primary screen, N-linked glycosylation inhibitor project, D54 ERlucT cells, luminescence, set 2 | D54 ERlucT glycosylation luciferase reporter, 24 h; percent of 100 nM tunicamycin response | 360,000 tested, 0.23% active | reporter increase, % at 12.5 µM | AID 588692, 2011;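 active means mean luciferase reporter signal, scaled so untreated is 0 and the glycosylation-blocking control 100, at or above a set limit in every replicate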;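 further: luciferase carries N-glycosylation sites so blocking glycosylation raises the light; 0% = median of neutral control wells and 100% = median of 100 nM tunicamycin wells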
NCOA2 inhibitor = inhibition of GAL4-SRC2 driven luciferase reporter, primary screen, SRC2 inhibitor project, cell-based, luminescence | 370,000 tested, 0.17% active | inhibition, % at 9 µM | Nuclear receptor coactivator 2 (Homo sapiens), Q15596 | HEK293 GAL4-SRC2 luciferase reporter;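 active means inhibition above the mean inhibition of all tested compounds plus 3 SD, set per campaign, cut at about 52% in these data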;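 further: 0% = DMSO treated cells and 100% = cells given Gossypol at 36 µM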
HTR2A ag = mouse Htr2a agonists via beta-arrestin recruitment, primary screen, cell-based, luminescence | 5-hydroxytryptamine receptor 2A (Mus musculus), P35363 | CHO-K1 mHTR2A beta-arrestin complementation; percent of 30 µM serotonin response | activation, % at 7.6 µM | 360,000 tested, 0.66% active | AID 624169, 2012;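 active means activation above a run cutoff, the mean activation of all tested compounds plus 3 SD, cut at about 14% in these data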;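 further: 0% = plate median of compound wells and 100% = 30 µM serotonin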
ABCB6 inh 2 = ABCB6 transporter inhibitors, primary screen, K562-ABCB6 cells, flow cytometry, MLPCN library; fluorescence ratio to DMSO, % at 10 µM; K562-ABCB6 porphyrin accumulation, 1 h; active compounds read low; ATP-binding cassette sub-family B member 6 (Homo sapiens), Q9NP58; AID 602162, 2011; 360,000 tested, 0.19% active;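 active means fluorescence ratio to DMSO below 75%, the collection mean minus 3 SD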;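 further: signal is porphyrin accumulated inside mitochondria; 100% equals median channel fluorescence of DMSO control wells; lower ratio means ABCB6 inhibition with less porphyrin fluorescence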
Target sequence (Q9NP58 whole entry, looked up): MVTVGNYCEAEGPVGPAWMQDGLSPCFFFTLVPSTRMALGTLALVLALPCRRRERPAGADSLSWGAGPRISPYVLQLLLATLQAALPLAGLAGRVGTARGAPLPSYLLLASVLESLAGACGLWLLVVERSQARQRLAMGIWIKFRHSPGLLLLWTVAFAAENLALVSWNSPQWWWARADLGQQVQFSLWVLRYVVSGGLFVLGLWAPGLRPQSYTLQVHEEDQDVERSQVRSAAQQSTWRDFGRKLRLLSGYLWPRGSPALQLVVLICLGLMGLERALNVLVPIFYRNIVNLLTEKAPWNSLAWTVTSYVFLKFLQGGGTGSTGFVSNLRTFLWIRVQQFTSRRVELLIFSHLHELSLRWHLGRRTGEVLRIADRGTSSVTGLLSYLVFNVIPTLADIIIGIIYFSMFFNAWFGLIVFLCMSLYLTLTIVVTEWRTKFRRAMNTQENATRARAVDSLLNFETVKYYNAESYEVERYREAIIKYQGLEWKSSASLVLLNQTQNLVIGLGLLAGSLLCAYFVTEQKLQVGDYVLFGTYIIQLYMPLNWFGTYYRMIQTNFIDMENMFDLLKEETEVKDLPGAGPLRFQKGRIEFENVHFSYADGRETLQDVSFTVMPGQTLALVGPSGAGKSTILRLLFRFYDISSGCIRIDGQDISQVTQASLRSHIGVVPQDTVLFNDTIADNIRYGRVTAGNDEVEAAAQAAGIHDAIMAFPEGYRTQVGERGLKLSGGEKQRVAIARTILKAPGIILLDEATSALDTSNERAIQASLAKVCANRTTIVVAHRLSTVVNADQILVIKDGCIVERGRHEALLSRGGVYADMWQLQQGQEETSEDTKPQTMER
MC4R ag barr = MC4R agonists recruiting beta-arrestin, primary screen, cell-based, luminescence, agonist arm of biased-ligand search | AID 540308, 2011 | activation, % at 8.9 µM | U2OS MC4R beta-arrestin complementation; percent of melanotan II response, DMSO zero | Melanocortin receptor 4 (Homo sapiens), P32245 | 360,000 tested, 0.98% active;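 active means activation above a per-plate cutoff, the mean activation of sample wells on that plate plus 3 SD, cut at about 8% in these data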
Numbers without * were called inactive; . = not tested or not shown.

Structure	ABHD5-PLIN5 inh	TLR9-MyD88 inh	MC4R antag cAMP	H9c2 protect	NOD2-RIPK2 inh	N-glyco inh	NCOA2 inhibitor	HTR2A ag	ABCB6 inh 2	MC4R ag barr
CCn1c(NCc2ccco2)nc2ccccc21	1	1	6	5	5	2	-14	-1	98	-1.3
NNC(=O)c1cccc(Cn2cc(Br)c([N+](=O)[O-])n2)c1	4	8	-5	0	-9	1	9	-2	100	2.4
Cc1cc(C(=O)CCC(=O)Nc2ccc(C(N)=O)cc2)c(C)s1	-3	-6	-1	3	-9	1	-39	-2	97	0.5
O=C(Nc1cccc(-c2nc3cccnc3s2)c1)c1cccnc1Cl	4	0	-1	18	3	2	2	2	98	1.5
COc1ccc(-c2ccc(C#N)c(SCC(=O)OCc3ccccc3)n2)cc1OC	5	3	9	18	-6	0	-30	-1	99	-0.9
CCOC(=O)N1CCN(C(=O)C(=O)c2cn(CC(=O)N3CCCCCC3)c3ccccc23)CC1	8	-6	4	5	-6	0	1	-4	123	0.6
CCOC(=O)c1c(O)c2ccccc2oc1=O	1	-4	1	11	-1	2	-3	4	97	-1.1
COCOCCn1cc(CN2CCS(=O)(=O)N(Cc3ccc(-c4cccc(CO)c4)cc3)C(C)C2=O)nn1 (stereo not given)	-3	-12	7	0	3	2	-12	-3	97	-0.1
O=C(CCn1c(=S)[nH]c2ccccc2c1=O)N1CCOCC1	-9	3	18	9	10	3	6	1	101	0.0
CC(=O)c1ccc(Nc2cc(C)nc3c(C)cccc23)cc1	-1	3	-11	0	5	10	-48	-4	105	-4.9
Clc1ccsc1-c1csc(-c2cccnc2)n1	-7	8	-9	-6	-6	10	-17	-1	89	-0.6
CC(C)N(C(=O)CSc1nc2ccccc2c(=O)[nH]1)C(C)C	-6	-10	-2	35	-14	1	-24	-2	93	-1.2
COc1ccc(COC(=O)c2ccc(Cl)c(S(=O)(=O)N3CC(C)OC(C)C3)c2)cc1 (stereo not given)	3	3	17	-8	-2	-3	-39	7	91	-2.3
CC(=O)N/C(=C\c1ccccc1)C(=O)OCC(=O)NC(C)C12CC3CC(CC(C3)C1)C2 (stereo not given)	-5	1	4	-6	5	-6	-7	-2	79	-0.4
CC(C)(C)NCC(O)COc1cccc2[nH]c(=O)[nH]c12 (stereo not given)	-3	-2	7	4	-1	2	-23	6	98	0.6
CCCn1c(SCC(=O)NC(=O)NC(C)(C)C)n[nH]c1=O	-10	-2	11	-4	-6	-2	1	-1	97	-0.4
CCC(Sc1nc(C)cc(C)n1)C(=O)Nc1ccc(S(N)(=O)=O)cc1 (stereo not given)	3	10	9	-1	9	2	1	3	104	-0.7
CCOC(=O)c1cc2c(c(CCO)n1)[C@@H](CCO)N(S(=O)(=O)C(C)(C)C)C2	0	-2	-3	-3	3	1	1	0	99	-1.3
COc1ccc(N2CCN(C(=O)Cc3coc4cc(C)ccc34)CC2)cc1	2	0	-2	-1	-3	1	-24	0	99	-2.7
COc1ccccc1NC(=O)C1CC(C(C)C)OC1=O (stereo not given)	7	.	8	0	-22	0	-1	-3	95	-0.5
CCC(=O)Oc1ccc(-c2nc(-c3cccnc3)no2)cc1	3	4	-14	-12	-7	-4	-26	1	100	-0.2
C/C(=N\NC(=O)C1(C)CC1(Br)Br)c1cccc(NC(=O)c2ccc(C)o2)c1 (stereo not given)	4	-11	14	6	-6	-1	-13	6	95	-3.5
CCOC(=O)c1c(C)[nH]c(C)c1S(=O)(=O)NCc1ccc(OCC)cc1	-6	6	4	-9	8	-1	-22	-7	101	-2.3
CCc1sc2nc(SCC(=O)Nc3cc(C)on3)n(-c3cccc(OC)c3)c(=O)c2c1C	-5	6	11	12	-8	23	8	0	102	2.9
O=C(Nc1ccc(C(=O)N2CCN(c3ccccc3F)CC2)cc1)C1=CSCCO1	0	-5	-2	8	-12	-3	-21	5	100	0.3
COc1ccc(/C=N/NC(=O)c2ccncc2)cc1CN1CCCc2ccccc21	-1	-15	4	-2	2	-4	1	-8	93	0.4
NC(=O)C1CCN(c2nc(-c3ccccc3F)cs2)CC1	7	5	-4	-15	-6	0	-56	2	101	1.6
CN(C)/C=C(/C(=O)c1ccccc1Cl)S(=O)(=O)c1ccccc1	1	3	7	0	-5	1	-23	3	101	-2.1
C=CC[C@@H](CC(=O)NCCO)C(=O)N[C@H](C)COC(=O)[C@@H](CC=C)CC(=O)OC(C)(C)C	-7	-2	-1	7	6	2	-18	-8	94	-1.8
O=C1C(Cl)=C(Nc2ccc(F)cc2)C(=O)N1CCc1ccccc1	-2	7	-6	-1	10	0	-33	-1	94	-1.5
COc1cc(-c2nnc(COC(=O)CSCC(=O)Nc3cc(C)on3)o2)cc(OC)c1OC	-2	-11	16	2	-6	4	-8	-6	100	-1.1
Cc1onc(-c2ccccc2Cl)c1C(=O)N(Cc1nc(-c2ccccc2)no1)C1CCCCC1	-2	13	10	-6	-1	-9	-10	-2	87	-1.0
COc1cccc(C(NC(C)=O)c2nc(-c3ccc(F)cc3OC)cs2)c1 (stereo not given)	10	.	7	1	-6	50*	-15	-3	95	-1.6
COc1cc(/C=C2/C(=O)NN(c3cccc(Cl)c3)C2=O)cc(Br)c1O	6	12	-2	0	3	6	-13	9	173	-1.9
Cc1cc(C)nc(-n2cc(C(=O)c3cc(F)ccc3O)cn2)n1	-3	-8	6	9	-10	1	16	1	103	0.6
O=C(COc1cccnc1[N+](=O)[O-])N1CCC(Cc2ccccc2)CC1	5	-2	-6	-7	4	-2	0	-6	92	-1.8
COc1ccc(S(=O)(=O)N2CCCCCC2)cc1NC(=O)c1c2c(nc3ccccc13)CCN(Cc1ccccc1)C2	7	9	10	4	-17	-6	2	1	101	-3.8
CC(=O)c1cc2c(cc1NC(=O)CN1CCC(Cc3ccccc3)CC1)OCO2	10	-3	3	-17	-11	1	-2	12	106	1.2
C=C(C)C(=O)Nc1cccc(C2=NOC3(C2)C[C@@H](C(N)=O)N(C(=O)C(=C)C)C3)c1 (stereo not given in full)	-1	-6	0	1	-15	1	-3	3	101	-0.4
CN(Cc1ccc(F)cc1)Cc1nc(CCc2ccccc2)no1	0	-3	8	4	-4	-2	22	2	98	0.7
Cc1ccc2nc(C(=O)N3CCc4c([nH]c5ccccc45)C3c3ccccn3)cn2c1 (stereo not given)	-2	1	-4	-7	6	0	7	-4	97	-1.4
COc1ccc(OC)c(NC(=O)C2CCCN(S(=O)(=O)c3c(C)noc3C)C2)c1 (stereo not given)	3	-2	12	-1	0	2	0	3	90	-2.6
COC(=O)C(C)n1cnc2c(nnn2-c2ccc(C)cc2)c1=O (stereo not given)	4	-1	0	4	2	1	-19	-1	98	0.7
COc1ccc(CCC(=O)NCC(=O)OCc2ccccc2)cc1	1	-1	18	2	-16	2	8	2	99	-1.7
Cc1nnc2nc(-c3ccccc3)nc(-c3ccccc3)n12	7	12	7	4	-4	-3	-1	-3	91	-1.0
Cc1ccc(C(=O)NCC(=O)OCc2nnc(-c3ccc([N+](=O)[O-])cc3)o2)s1	2	-10	8	-2	-9	2	0	-1	101	-1.9
CN(C)C(=O)c1ccc(NC(=O)c2ccccc2Sc2ccccc2C#N)cc1	5	-4	23	20	-9	-1	16	-3	102	2.9
CSc1ccccc1C(=O)Nc1cc(C)cc(C)c1	4	-5	2	0	-2	1	-14	1	144	0.5
CCOc1ccc(Cl)cc1-c1cc(C(=O)Nc2ccc(Br)cc2)[nH]n1	3	.	17	-18	-6	1	20	-3	93	-0.8
O=C(NCc1ccco1)c1nc2ccccc2s1	-2	-6	2	0	-6	0	-10	-3	99	-1.4

(listing goes on)
Structure	ABHD5-PLIN5 inh	TLR9-MyD88 inh	MC4R antag cAMP	H9c2 protect	NOD2-RIPK2 inh	N-glyco inh	NCOA2 inhibitor	HTR2A ag	ABCB6 inh 2	MC4R ag barr
CC(C)(C)NC(=O)/C(=C\c1ccco1)NC(=O)c1cccs1	2	-2	-1	2	-4	1	3	0	99	-1.8
COc1cccc(-c2nc3nc(C)cc(C)n3c2NC2CCCC2)c1	9	.	.	.	-10	.	20	6	97	.
Cc1nc2ccc(C(=O)NCCCN3CCCC3=O)cn2c1N(C)C(=O)CCc1ccccc1	-2	.	3	4	6	0	-3	2	93	0.4
O=C(CSc1nc(-c2ccccc2)cs1)N1CCc2ccccc21	3	-15	1	-3	1	0	-7	1	97	-0.3
CC(=O)c1c(O)c2ccccc2n(Cc2ccccc2)c1=O	3	5	19	-3	1	-1	17	5	101	1.4
O=C(Nc1ccc(C(F)(F)F)cc1)c1ccc2ncsc2c1	-9	-4	0	-6	5	-1	-57	-8	95	2.5
O=C(NCC(c1ccco1)N1CCCCC1)c1cc2c(s1)CCCC2 (stereo not given)	-6	10	11	-3	1	-3	-8	-8	100	1.8
COc1ccc(Cl)c(CNC[C@H]2O[C@@H](n3cnc(C(N)=O)n3)[C@H](O)[C@@H]2O)c1	-13	-4	2	1	3	1	22	4	99	0.6
C=CCC(c1ccccc1F)N(CCN1CCOCC1)C(=O)Nc1cccc(Cl)c1 (stereo not given)	2	-13	3	-6	4	-1	-37	10	97	-0.9
NS(=O)(=O)c1cccc(NC(=O)CC23CC4CC(CC(Br)(C4)C2)C3)c1	-17	-8	7	4	2	-2	11	-2	100	0.0
O=C(CCNC(=O)c1ccc(Br)cc1)Nc1nccs1	-2	-3	8	2	1	2	-4	-3	98	-1.0
O=S(=O)(c1ccc2ccccc2c1)N1CCN(C2CCN(Cc3ccccc3)CC2)CC1	2	-15	1	-8	0	-3	10	-2	48*	-2.7
COc1ccc(NC(=O)Cn2cccc2)c(OC)c1	0	-3	1	1	6	0	-6	-1	106	-1.2
COc1ccc(-c2noc(COc3ccc4ccccc4c3Br)n2)cc1OC	0	4	2	-3	1	.	-28	4	104	-2.6

Bioassay records deposited in PubChem by several laboratories.

An excerpt; count on the stated rates, not on these rows.
